High-throughput results (PubChem)
Giardia kill: Giardia lamblia killing. Giardia lamblia trophozoite viability. activity change, % at 7.66 µM, hits read low. 340,000 tested, 0.15% active. AID 540267; in the data active = activity change below about -80%; inconclusive = between about -30% and that limit;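 also: parasites exposed to compound for two days anaerobically before the ATP read; % is scaled to controls: 0 for no effect and ±100 for the full control effect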
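Viability, read as ATP luminescence: trophozoites at 100 cells/well, compound added, 48 hrs anaerobic at 37 deg C, then 15-30 min room-temperature development before reading.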
a7 integrin act: integrin-mediated muscular dystrophy alleviation activation. alpha7betagal myoblasts, beta-gal FDG fluorescence, 48 h. Potency, µM (titrated, usually from 38.3 µM), without a hit: at the highest dose activation, most hits filed as activators. 350,000 tested, 0.064% active. AID 624291;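 also: potency is read from the fitted curve at half-maximal effect; 100% = response of the positive control SU9516; nearly all actives have a fitted effect of over 60% in size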
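alpha7betagal+/- myoblasts (passage 13, 250/well) treated 48 h at 37C with compounds at 1:260 dilution of DMSO stock. Lysed, then beta-galactosidase activity read as FDG fluorescence (ex 480/em 540) after 30 min, with pre-read for autofluorescence.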
Menin MLL FP TR: displaces Texas Red mutant MLL peptide from human menin | O00255 | Menin + Texas Red MLL mutant peptide, fluorescence polarization | Potency, µM (top dose mostly 61.6 µM), inactives show top-dose FP activity change, negative = inhibition, hits mostly inhibitors | AID 1768 | 270,000 tested, 0.23% active; active = well fitted inhibition curve with a large enough effect in the polarisation, with a control signal flat, not every such curve was filed as active; inconclusive = small, poorly fitted or top-dose-only effect, or effect the other way, or a change in a side signal; inactive = no such curve, though single readings can be large or run the other way; the % refers to the polarisation; also: potency is read from the fitted curve at half-maximal effect; % of control where 0% means no effect; many of its hits are not listed in these tables
Tb PFK block: inhibitors of T. brucei phosphofructokinase; T. brucei PFK, ADP-Glo luminescence; Potency, µM (top dose mostly 57.5 µM), inactives show at the top dose activity, negative = inhibition, actives largely listed as inhibitors; AID 485367; 330,000 tested, 0.17% active; O15648;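 also: potency is read from the fitted curve at half-maximal effect; 0% = uninhibited 1x PFK enzyme wells and -100% = no-enzyme wells; nearly all actives have a fitted effect of over 60% in size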
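Luminescent ADP detection (ADP-Glo, two-step: ATP depletion then ADP-to-ATP conversion for luciferase) reported PFK activity after 45 min room-temperature reaction of 1.25 nM enzyme with 0.5 mM F6P and 0.1 mM ATP at pH 8.0.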
GALK inh: inhibitors of human galactokinase; Potency, µM (titrated, usually from 57.5 µM), for inactives: at the top dose activity change, negative = inhibition, most hits filed as inhibitors; Purified GALK, Kinase-Glo residual ATP luminescence; 270,000 tested, 0.007% active; P51570; AID 1868; also: potency is read from the fitted curve at half-maximal effect; % is scaled to controls: 0 for no effect and ±100 for the full control effect
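Compounds were pin-transferred into ATP buffer (35 uM final), then GALK plus galactose (5 nM, 100 uM final) was added. After 1 h at room temperature, Kinase-Glo Plus was added and luminescence read after 10 min.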
ASM inhibitor: inhibitors of human secretory acid sphingomyelinase; 340,000 tested, 0.006% active; AID 504937; P17405; placental ASM, HMU-PC fluorogenic substrate, 60 min; Potency, µM (titrated, usually from 57.5 µM), without a hit: at the highest dose activity change, negative = inhibition, most hits filed as inhibitors; also: potency is read from the fitted curve at half-maximal effect
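Human placenta-derived ASM enzyme was preincubated with compound for 10 minutes at room temperature, then given fluorogenic substrate HMU-PC0 (9 uM final) for 60 minutes at 37 °C; a pH 10 stop preceded fluorescence reading at Ex 386/Em 447 nm.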
TSG101-PTAP inh: blocks PTAP/TSG101 interaction to inhibit HIV-1 budding. Q99816. Fluorescence polarization, FITC-PTAP peptide / Tsg101 binding. Potency, µM (top dose mostly 115 µM), inactives show at the top dose activity change, negative = inhibition, usual class: inhibitors. 340,000 tested, under 10 active. AID 493005; active = well fitted inhibition curve with a large enough effect in the main read-out, with a control signal flat, not every such curve was filed as active; inconclusive = small, poorly fitted or top-dose-only effect, or effect the other way, or a change in a side signal; inactive = no such curve, though single readings can be large or run the other way; also: potency is read from the fitted curve at half-maximal effect; % of control where 0% means no effect
Target sequence (Q99816 whole entry, looked up): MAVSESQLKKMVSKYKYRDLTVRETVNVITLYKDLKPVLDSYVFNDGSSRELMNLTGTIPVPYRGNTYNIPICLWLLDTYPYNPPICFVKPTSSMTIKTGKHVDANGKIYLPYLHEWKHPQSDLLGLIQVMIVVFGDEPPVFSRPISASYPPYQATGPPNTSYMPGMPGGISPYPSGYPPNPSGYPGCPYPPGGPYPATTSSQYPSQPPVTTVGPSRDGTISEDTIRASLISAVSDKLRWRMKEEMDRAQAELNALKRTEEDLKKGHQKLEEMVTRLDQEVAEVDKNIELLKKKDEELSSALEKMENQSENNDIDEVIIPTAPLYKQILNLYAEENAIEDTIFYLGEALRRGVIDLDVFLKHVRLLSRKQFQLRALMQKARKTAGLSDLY
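Tsg101 binding domain (10 uM final) was mixed with compound and a FITC-labeled PTAP peptide (50 nM final) in HEPES pH 7.5 buffer with NaCl, Tween 20, EDTA and TCEP; fluorescence polarization was read after 20 min at r.t.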
PKM2 act: PKM2 (human) enzyme activation | purified PKM2, Kinase-Glo ATP luminescence, activation; response scale: 0% is enzyme alone, no compound | Potency, µM (titrated, usually from 57.5 µM), inactives show at the highest dose activation, actives largely listed as activators | 260,000 tested, 0.34% active | AID 1631; also: potency is read from the fitted curve at half-maximal effect; % is scaled to controls: 0 for no effect and ±100 for the full control effect; nearly all actives have a fitted effect of over 55% in size
Target sequence (P14618 whole entry, looked up): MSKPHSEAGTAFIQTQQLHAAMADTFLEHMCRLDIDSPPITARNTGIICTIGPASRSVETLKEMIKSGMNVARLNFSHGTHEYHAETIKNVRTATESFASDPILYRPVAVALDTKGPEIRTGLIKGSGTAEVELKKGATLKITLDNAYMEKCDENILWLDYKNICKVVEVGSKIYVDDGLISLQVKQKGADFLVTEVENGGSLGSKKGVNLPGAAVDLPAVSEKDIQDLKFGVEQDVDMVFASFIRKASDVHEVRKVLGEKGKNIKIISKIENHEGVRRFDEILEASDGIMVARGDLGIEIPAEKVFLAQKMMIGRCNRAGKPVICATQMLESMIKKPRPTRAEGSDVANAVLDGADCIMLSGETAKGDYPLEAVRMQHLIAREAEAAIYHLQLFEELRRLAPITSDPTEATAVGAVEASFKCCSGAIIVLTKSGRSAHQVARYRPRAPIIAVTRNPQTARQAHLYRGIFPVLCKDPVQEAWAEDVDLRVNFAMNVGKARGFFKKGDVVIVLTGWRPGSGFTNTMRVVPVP
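Kinase-Glo luminescence reports ATP generated from ADP (0.1 mM) and PEP (0.5 mM) by purified hPK-M2 after 1 h at room temperature, pH 7.2 imidazole buffer; intermediate enzyme activity allows detecting inhibitors and activators.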
B2AR arrestin: recruits beta-arrestin to the human beta2-adrenergic receptor. P07550. beta-arrestin recruitment to beta2AR, cell-based reporter. Potency, µM (titrated, usually from 46.1 µM), for inactives: at the highest dose activation, hits mostly activators. 330,000 tested, 0.02% active. AID 492947;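 also: potency is read from the fitted curve at half-maximal effect; 0% = DMSO controls and full agonism = EC100 isoproterenol or metaproterenol; nearly all actives have a fitted effect of over 65% in size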
BCR signal inh: blocks chronic active B-cell receptor signaling; ABC-DLBCL IkBa-CBG/CBR reporter, luminescence ratio, 4 h; Potency, µM (titrated, usually from 46.1 µM), for the others: at the top dose ratio change, negative = lower green/red ratio, hits mostly inhibitors; 340,000 tested, 0.05% active; AID 493014; active = well fitted inhibition curve with a large enough effect in the signal ratio, with a control signal flat, not every such curve was filed as active; inconclusive = small, poorly fitted or top-dose-only effect, or effect the other way, or a change in a side signal; the % refers to the signal ratio;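 also: potency is read from the fitted curve at half-maximal effect; plate controls were basal doxycycline-induced cells for no effect and cells given 10 µM MG132 for full effect; MG132 reads +100%, hits lower the ratio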
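Doxycycline induced both beetle luciferases in TMD8 lymphoma cells; IKK-driven degradation limits the IkappaBalpha-fused green signal, while red luminescence normalises for cell number and nonspecific effects. Compounds tested up to 46 uM, 4 hrs.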
Coupling enz: counter-screen for Giardia aldolase inhibitors: coupling enzyme system; coupling enzyme system counterscreen, AmpLite Red fluorescence; activity change, negative = inhibition, % at 58.2 µM, hits read low; 290,000 tested, 0.67% active; in the data active = activity change below about -30%; also: % is scaled to controls: 0 for no effect and ±100 for the full control effect
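Activity here indicates interference with the coupling reaction, not aldolase inhibition. Compounds at 57.5 uM final met coupling enzymes for 10 min at RT; substrate and AmpLite Red detection followed, with a 525/598 nm fluorescence read after 20 min.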
* marks the source's active call; other numbers are inactive results; i = inactive; ? = inconclusive; . = not tested or not shown; [ ] = remark or other dose. Unless noted, calls follow the shape of the dose curve; as a rule, active = well fitted curve in the direction sought with a large enough effect; inconclusive = small, poorly fitted or top-dose-only effect, or another doubt; inactive = no such curve, though single readings can be large; an effect the other way counts as inactive or inconclusive.

SMILES | Giardia kill | a7 integrin act | Menin MLL FP TR | Tb PFK block | GALK inh | ASM inhibitor | TSG101-PTAP inh | PKM2 act | B2AR arrestin | BCR signal inh | Coupling enz
Cc1ccc(CN2CCN(Cc3ccccc3-c3ccco3)CC2CCO)o1 (stereo unspecified) | -3 | 21% | 0% | 3% | -2% | 8% | -4% | -2% | 0.3% | 6% | -2
Cc1ccc(-c2nnn(CC(=O)N(c3ccccc3)C(C(=O)NC(C)(C)C)c3cccs3)n2)o1 (stereo unspecified) | 2 | 20% | ? | -1% | 0% | 4% | 0% | 6% | -0.9% | 2% | 4
CCCc1nc(S(=O)(=O)Cc2ccc(Cl)cc2Cl)n[nH]1 | 13 | 10% | 11% | -2% | 3% | -3% | . | -2% | -0.6% | 0% | -12
O=C(CCC1CCCN(C(=O)c2ccc3c(c2)OCO3)C1)N1CCN(c2ccccn2)CC1 (stereo unspecified) | 26 | -28% | -17% | -1% | 8% | 8% | -8% | -14% | -0.8% | 9% | 10
CC(C)(C)C1CCC(OC(=O)CN2CCOCC2)CC1 (stereo unspecified) | -5 | 9% | -10% | -2% | 2% | 0% | -1% | 2% | -2.2% | ? | 1
CN(CC(=O)Nc1ccc(F)cc1)CC(=O)N1CCCC1 | 4 | 9% | . | 6% | . | 3% | 6% | . | 0.2% | -9% | .
c1ccc(-c2csc(N3CCN(c4ccccn4)CC3)n2)cc1 | 10 | -13% | 8% | -1% | -2% | -7% | -3% | -27% | -1.6% | ? | -2
Cc1nn(C(=O)CCC(=O)NCc2ccc(OC(C)C)cc2)c2ccccc12 | -10 | 21% | . | 1% | 5% | -3% | -3% | . | 0.6% | -13% | .
CC1CCN(CC(O)COc2ccc(-c3ccccc3)cc2)CC1 (stereo unspecified) | 26 | ? | -20% | 0% | -2% | -1% | -3% | 3% | 0.6% | -1% | 0
CC(C)CCn1nnnc1C(c1ccc(N(C)C)cc1)N1CCN(C(=O)c2ccco2)CC1 (stereo unspecified) | 4 | 0% | -8% | -4% | 1% | -2% | 2% | -2% | -1.0% | 0% | 1
COc1cc(-c2nn3c(C4CCCCC4)nnc3s2)cc(OC)c1OC | 8 | 4% | -14% | 4% | 1% | -3% | -7% | -4% | 0.2% | ? | 3
COc1ccc(Cl)cc1NC(=O)CSc1nnc(COc2ccccc2)n1N | 6 | 16% | 9% | 0% | -1% | -2% | -3% | -5% | -0.1% | 9% | -1
Cc1ccc(N2C(=O)C3CC(c4ccccc4)=C4C5C=CC(C6C(=O)N(c7ccc(C)cc7C)C(=O)C56)C4C3C2=O)c(C)c1 (stereo unspecified) | -5 | -6% | . | 2% | 1% | 0% | -1% | 0% | 0.0% | 17% | 3
COc1ccc(CNC(=O)c2cc(S(=O)(=O)N3CCOCC3)cn2C)cc1 | -3 | 19% | -2% | 2% | . | -7% | -15% | -8% | 0.0% | 0% | 0
CCN(CC)C(=O)C(=O)Nc1ccc(Oc2ccccc2)cc1 | 1 | 11% | 1% | -5% | -3% | -1% | -9% | 3% | 0.4% | -2% | -1
COC(=O)c1nc2nc(-c3cccs3)cc(C(F)(F)F)n2n1 | -13 | -23% | 0% | -3% | . | i | 0% | 3% | -0.3% | 0% | 2
CCN(CC)c1ccc(NC(=O)COc2ccccc2C)cc1S(=O)(=O)Nc1ccccc1OC | -13 | -1% | -23% | -10% | -2% | -4% | -1% | -3% | -0.8% | ? | -1
Cc1ccc(C)n1-c1ccc(N2CCOCC2)c([N+](=O)[O-])c1 | 0 | -10% | . | -18% | 4% | -8% | 0% | -17% | -0.4% | 1% | -19
CC(C)C[C@H](NC(=O)c1cc2cc(Cl)ccc2n1C)C(=O)N1CCC(C(=O)O)CC1 | -13 | 4% | 21% | 3% | 0% | -3% | 0% | . | -0.3% | 7% | 8
COc1ccc(Nc2ncc3c(n2)CC(c2ccccc2)CC3=O)cc1 (stereo unspecified) | 10 | 9% | 1% | 1% | 6% | -5% | -6% | -2% | -0.1% | -1% | 0
CC1CCN(S(=O)(=O)c2ccc(NC(=O)CN3CCN(C)CC3)cc2)CC1 | -4 | -14% | -1% | -1% | -1% | 3% | 4% | -5% | 0.0% | 6% | 1
Cc1ccc(-c2nn(-c3ccccc3)cc2/C=N/n2c(-c3ccncc3)n[nH]c2=S)cc1 | -13 | -9% | . | 2% | 0% | -2% | -4% | 1% | 3.0% | ? | -1
Cc1cc(NC(=O)CSCC(=O)N2CCN(c3cccc(C(F)(F)F)c3)CC2)no1 | -2 | 10% | . | -5% | . | . | -1% | . | -0.1% | 2% | .
CCn1c(CNC(=O)c2cccc(C)c2)nnc1SCC(=O)NC1=NCCS1 | 3 | -14% | . | 0% | 4% | -15% | -5% | . | -0.4% | -1% | 0
O=[N+]([O-])c1ccc(N2CCNCC2)cc1NCc1cccnc1 | -6 | -12% | 3% | 0% | -1% | -10% | 0% | -12% | 0.2% | -7% | 0
NC(=O)CSc1nc2sc3c(c2c2ncnn12)CCCC3 | 4 | -19% | -12% | 2% | 2% | -2% | -5% | 15% | -0.7% | ? | 4
Cc1ccc2[nH]c(=O)c(CN(Cc3nnnn3C3CCCC3)C3CCCCC3)cc2c1 | -4 | -12% | -5% | 3% | 2% | 5% | -7% | -2% | 0.1% | 2% | 2
Cc1ccc(CCNC(=O)CS(=O)Cc2nc(-c3cccc(C)c3)oc2C)cc1 (stereo unspecified) | -3 | 4% | ? | 1% | 2% | 0% | -1% | 11% | -0.7% | -19% | 2
Cc1c(NC(=O)COC(=O)c2cc(-c3cccc4ccccc34)nc3ccccc23)c(=O)n(-c2ccccc2)n1C | 8 | 13% | -28% | 3% | -5% | 2% | 0% | -8% | -0.3% | 3% | 0
O=C(O)C1CCCCC1C(=O)NCc1ccc2c(c1)OCO2 (stereo unspecified) | 8 | 13% | 1% | -5% | 0% | 0% | -3% | -2% | -0.3% | -8% | -3
Cc1ccc(NC(=O)CCS(=O)(=O)c2cccc3nonc23)cc1Cl | 5 | 1% | ? | -4% | 0% | -6% | 1% | -3% | -0.3% | -1% | -3
COc1ccc(/C=N/N=C2/NC(=O)C(CC(=O)O)S2)cc1OCc1ccc(Cl)cc1Cl (stereo unspecified) | -6 | 21% | 23% | 1% | -3% | -1% | -6% | ? | -0.7% | ? | 6
Clc1cccc(Cl)c1CNc1ccc(N2CCCC2)cc1 | -10 | -63%[inhibitor] | -29% | 4% | 0% | -2% | -1% | 9% | 0.4% | ? | -14
Cc1ccc(NS(=O)(=O)c2c(C)nc3sccn3c2=O)cc1 | 16 | 23% | 0% | 1% | . | 0% | -7% | 10µM* | -0.5% | -5% | 0
CC(C)NC(=O)NNC(=O)c1cc(COc2cc(Cl)cc(Cl)c2)on1 | 7 | -3% | . | -8% | 4% | -1% | -1% | -3% | -0.1% | 0% | 4
CCN(c1cc(C)cc(C)c1)S(=O)(=O)c1nnc(NC(=O)c2ccco2)s1 | -8 | 21% | . | 0% | -9% | 0% | -5% | . | -0.4% | 4% | .
COc1ccc(N/C=C\C(=O)c2ccc3c(c2)OCO3)cc1OC | 5 | 3% | -7% | 1% | 1% | -2% | -3% | 0% | -0.4% | -3% | 1
O=[N+]([O-])c1ccc(Cl)c(CN2CCCCCC2)c1 | 18 | 11% | -5% | -1% | -5% | 0% | -2% | 0% | 0.0% | -4% | 0
Cc1oc(/N=C/c2ccc(O)cc2O)c(C#N)c1C | -7 | 0% | 10% | -10% | 0% | 28% | -7% | 8% | -0.4% | 9% | -2
CCOC(=O)N1CCN(C(=O)c2ccc3c(=O)n(-c4ccc(OC)cc4OC)c(=S)[nH]c3c2)CC1 | -16 | -39% | . | -2% | -1% | -2% | 1% | 0% | -0.6% | 8% | -3
COc1ccc(CC(NC(C)=O)C(=O)NC2CCN(C(=O)C3CC3)CC2)cc1OC (stereo unspecified) | -11 | -21% | 4% | 0% | 12% | 2% | -10% | -2% | 0.1% | 9% | 3
C/C=C(/C)C(=O)O[C@@H]([C@H](O)c1cc2ccc(=O)oc2cc1OC)C(C)(C)O[C@@H]1O[C@H](CO)[C@@H](O)[C@H](O)[C@H]1O | -10 | -17% | . | 11% | . | 13% | 1% | . | 0.0% | -2% | .

An excerpt; count on the stated rates, not on these rows.
